Source: PubChem BioAssay
Apoferritin bind: qHTS Assay for Identification of Novel General Anesthetics; Ferritin light chain (Equus caballus), P02791; apoferritin/1-aminoanthracene competitive binding, fluorescence; Potency, µM (top dose mostly 77.5 µM), inactives show at the highest dose activity change, negative = displacement, most hits filed as inhibitors; hit rate 0.074% among 350,000; also: potency is read from the fitted curve at half-maximal effect; % is scaled to controls: 0 for no effect and ±100 for the full control effect; nearly all actives have a fitted effect of over 20% in size
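Horse-spleen apoferritin (10 uM) in 50% saturated 1-aminoanthracene in PBS was incubated 10 min at room temperature with compound. Fluorescence (ex 380, em 535 nm) was normalized to free and bound 1-AMA, with concentration-response fitted by a four-parameter Hill equation.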
12-LOX inh: Primary qHTS assay for inhibitors of human arachidonate 12S-lipoxygenase (ALOX12): Round 2; purified 12hLO, xylenol orange hydroperoxide absorbance; Potency, µM (titrated, usually from 108 µM), for the others: at the top dose activity change, negative = inhibition, hits mostly inhibitors; hit rate 1.1% among 580,000; also: potency is read from the fitted curve at half-maximal effect; % is scaled to controls: 0 for no effect and ±100 for the full control effect
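Purified human 12hLO (150 nM final) in 25 mM Hepes, 0.01% Triton X-100, pH 7.0 was preincubated 15 min at room temperature with compound. Then 40 uM arachidonic acid was added, 30 min. Hydroperoxide was read by Fe-XO absorbance ratio 573/405 nm.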
APEX1 inh: qHTS Assay for Inhibitors of the Human Apurinic/apyrimidinic Endonuclease 1 (APE1). DNA repair nuclease/redox regulator APEX1 (Homo sapiens), P27695. hit rate 0.35% among 350,000. Potency, µM (titrated, usually from 65.8 µM), for the others: at the highest dose activity change, negative = inhibition, usual class: inhibitors. recombinant APE1, TAMRA/BHQ-2 abasic DNA cleavage fluorescence;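 also: potency is read from the fitted curve at half-maximal effect; plate controls were vehicle for no effect and reference inhibitor for full effect; nearly all actives have a fitted effect of over 55% in size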
Target sequence (P27695 whole entry, looked up): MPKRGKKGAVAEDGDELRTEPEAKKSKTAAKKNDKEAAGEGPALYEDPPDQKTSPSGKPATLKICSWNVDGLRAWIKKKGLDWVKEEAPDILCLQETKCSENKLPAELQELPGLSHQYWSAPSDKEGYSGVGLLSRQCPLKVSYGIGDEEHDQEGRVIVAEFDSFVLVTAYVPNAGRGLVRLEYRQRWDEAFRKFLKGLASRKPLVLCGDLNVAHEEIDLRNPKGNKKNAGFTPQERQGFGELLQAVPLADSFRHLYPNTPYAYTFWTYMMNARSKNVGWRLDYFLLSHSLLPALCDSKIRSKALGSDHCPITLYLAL
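Enzyme (0.75 nM final) and test compound are incubated 15 min at room temperature before adding 50 nM quenched THF abasic-site duplex. Cleavage dequenches TAMRA, followed at 525/598 nm over three reads one minute apart.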
RGS4 inh: Inhibitors of Regulator of G Protein Signaling (RGS) 4: qHTS | hit rate 0.039% among 390,000 | Transcreener GDP fluorescence polarization, RGS4-accelerated GTP hydrolysis | Potency, µM (doses to about 114 µM), inactives show top-dose activity change, negative = inhibition, hits mostly inhibitors | Regulator of G-protein signaling 4 (Homo sapiens), P49798; also: potency is read from the fitted curve at half-maximal effect; % is scaled to controls: 0 for no effect and ±100 for the full control effect; nearly all actives have a fitted effect of over 75% in size; some results filed as inactive show a strong effect at the top dose
Target sequence (P49798 whole entry, looked up): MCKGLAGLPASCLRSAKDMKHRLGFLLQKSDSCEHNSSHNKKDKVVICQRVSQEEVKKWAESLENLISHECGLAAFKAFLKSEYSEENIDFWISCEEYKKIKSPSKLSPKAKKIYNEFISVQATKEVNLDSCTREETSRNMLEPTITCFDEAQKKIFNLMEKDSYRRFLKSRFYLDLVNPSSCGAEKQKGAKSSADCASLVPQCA
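MLSMR compounds (23 nl, pin-transferred) preincubated 10 min at room temperature with a 500nM (2x) first reagent, then RGS4 at 900nM (2x) plus Transcreener GDP mix added; fluorescence polarization (620/688 nm) read before and after 90 min at 30 °C.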
ERG-DNA inh: qHTS for Small Molecule Inhibitors of the ERG Ets/DNA interaction; AID 624246, 2012; hit rate 0.028% among 370,000; Potency, µM (series often up to 76.9 µM), without a hit: at the top dose FP activity, negative = inhibition, hits mostly inhibitors; fluorescence polarization, His-ERG Ets domain / labelled DNA; Transcriptional regulator ERG (Homo sapiens), P11308; active = well fitted inhibition curve with a large enough effect in the polarisation, with a control signal flat; inconclusive = small, poorly fitted or top-dose-only effect, or effect the other way, or a change in a side signal; inactive = no such curve, though single readings can be large or run the other way; the % refers to the polarisation;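 also: polarization taken with two DNA probes labelled with fluorescein and Texas red; potency is read from the fitted curve at half-maximal effect; % of control where 0% means no effect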
Target sequence (P11308 whole entry, looked up, the tested form may be a part): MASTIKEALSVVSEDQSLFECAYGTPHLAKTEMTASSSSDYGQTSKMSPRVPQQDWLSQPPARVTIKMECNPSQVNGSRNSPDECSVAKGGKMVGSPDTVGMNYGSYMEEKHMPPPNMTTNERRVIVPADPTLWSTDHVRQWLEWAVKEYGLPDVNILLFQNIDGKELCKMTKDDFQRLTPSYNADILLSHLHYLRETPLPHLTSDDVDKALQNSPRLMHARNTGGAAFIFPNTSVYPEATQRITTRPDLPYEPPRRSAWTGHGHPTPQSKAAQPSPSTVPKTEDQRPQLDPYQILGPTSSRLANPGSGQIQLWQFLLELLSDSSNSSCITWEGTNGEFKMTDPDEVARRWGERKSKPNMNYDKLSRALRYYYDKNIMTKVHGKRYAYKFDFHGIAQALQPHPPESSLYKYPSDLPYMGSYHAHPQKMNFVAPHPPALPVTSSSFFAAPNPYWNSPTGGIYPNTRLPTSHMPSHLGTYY
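His-tagged ERG Ets domain (1 uM in the protein solution; 300mM KCl, 50mM Tris-HCl, 1mM EDTA, 1mM DTT, pH 7.5) received compound, then a probe mix of 5 nM fluorescein-DNA and 100nM Texas-615-DNA. Fluorescence polarization was read for both dyes.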
Pol eta inh: qHTS for Inhibitors of Polymerase Eta; Potency, µM (doses to about 114 µM), for inactives: top-dose activity change, negative = inhibition, usual class: inhibitors; DNA polymerase eta (Homo sapiens), Q9Y253; hit rate 1.2% among 390,000; recombinant Pol eta, fluorescent DNA replication assay; also: potency is read from the fitted curve at half-maximal effect; % is scaled to controls: 0 for no effect and ±100 for the full control effect
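Fluorescent replication assay: 50 nM final substrate added after a 15 min room-temperature compound preincubation with 10 nM enzyme. Signal taken at 0 min and again at 10 min.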
LDHA inh: qHTS assay for inhibitors of human lactate dehydrogenase; L-lactate dehydrogenase A chain (Homo sapiens), P00338; activity change, % (values are at about 110 or 230 µM); purified LDHA, NADH/diaphorase-resazurin fluorescence; active compounds read low; hit rate 0.15% among 480,000; in the data active = activity change below about -30%; inconclusive = mostly about -25% to -30%;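 also: plate controls were DMSO wells for no effect and wells without enzyme for full effect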
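Resorufin fluorescence (ex540/em590), read at 0 and 20 min after diaphorase/resazurin addition, reports the NADH left after a 5 min room-temperature reaction of 2 nM human LDH5 with 0.06 mM NADH and 0.2 mM pyruvate.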
Pol kappa inh: qHTS for Inhibitors of Polymerase Kappa. Potency, µM (titrated, usually from 107 µM), without a hit: top-dose activity, negative = inhibition, actives largely listed as inhibitors. AID 588579, 2011. hit rate 0.53% among 400,000. DNA polymerase kappa (Homo sapiens), Q9UBT6. purified Pol kappa, fluorescent DNA synthesis assay, 10 min; also: potency is read from the fitted curve at half-maximal effect; % is scaled to controls: 0 for no effect and ±100 for the full control effect
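Fluorescent qHTS in 1536-well format: enzyme (10 nM) and compound sat 15 min at room temperature before 50 nM substrate (final) was added. Signal taken at 0 and 10 min; no-enzyme buffer wells were negative controls.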
Pol beta inh: qHTS Assay for Inhibitors of DNA Polymerase Beta; P06746; Potency, µM (series often up to 114 µM), for inactives: at the highest dose activity change, negative = inhibition, hits mostly inhibitors; Pol beta primer extension/strand displacement, fluorescence kinetic; AID 485314, 2010; hit rate 1.3% among 340,000; also: potency is read from the fitted curve at half-maximal effect; % is scaled to controls: 0 for no effect and ±100 for the full control effect
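Preincubation: enzyme (10 nM) with compound, 15 min, RT. Reaction: substrate added to 50 nM final. Reads: 0 and 10 min. Analysis: normalized, Hill fit.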
* marks the source's active call; other numbers are inactive results; ? = inconclusive; . = not tested or not shown; & = joins results of further samples; [ ] = remark or other dose. Unless noted, calls follow the shape of the dose curve; as a rule, active = well fitted curve in the direction sought with a large enough effect; inconclusive = small, poorly fitted or top-dose-only effect, or another doubt; inactive = no such curve, though single readings can be large; an effect the other way counts as inactive or inconclusive. An excerpt; rates above refer to the full screens.

SMILES	Apoferritin bind	12-LOX inh	APEX1 inh	RGS4 inh	ERG-DNA inh	Pol eta inh	LDHA inh	Pol kappa inh	Pol beta inh
NC(=O)CC(NC(=O)Cc1cccc2ccccc12)c1ccc(NCC2CC2)c([N+](=O)[O-])c1 (centres undefined)	-4.1%	-8.3%	4.6%	-24.8%	-11.3%	-9.1%	-9.2	1.8%	-10.8%
CCC(=O)c1c[nH]c(C(=O)N2CCOCC2)c1	-4.4%	0.5%	-14.4%	-3.7%	3.9%	-7.9%	-6.9	-16.4%	?
CCOc1ccc(-c2nnc(SCc3nnc(-c4ccccc4)o3)n2-c2ccccc2F)cc1	-14.1%	0.0%	13.8%	-37.7%	0.4%	-18.4%	-2.9	-8.1%	22.7%
O=C(c1ccc(Cl)cc1)c1cn[nH]c1-c1ccccc1O	-20.9%	0.0%	2.2%	10.6%	-1.5%	-6.2%	0.0	-11.2%	1.7%
O=c1c(Cc2ccccc2)c(O)nc2n1CCCS2	-1.7%	?	13.4%	-20.7%	4.5%	-15.0%	-1.8	4.2%	1.6%
O=C(CN1CCCCCC1)Nc1cc(C(F)(F)F)ccc1Cl	-4.6%	1.6%	-2.2%	-15.4%	12.3%	-18.6%	-1.9	2.0%	13.0%
COc1cc(S(=O)(=O)n2cnc(C)c2)ccc1Br	-5.3%	-0.1%	-13.1%	-20.4%	28.9%	-15.4%	-6.1	-31.8%	46.9%
CCCn1nc([N+](=O)[O-])c(C(C#N)c2nc3ccccc3s2)c(Cl)c1=O (centres undefined)	?	?	-10.7%	?	1.5%	?	5.8	-17.5%	-4.3%
CCOc1ccc(NC(=O)N(CC(C)C)CC(C)C)cc1	?	-0.2%	6.6%	-3.7%	-17.3%	-8.5%	-5.7	-3.9%	1.6%
CN1CCN(c2nnc(-c3ccc(Cl)cc3)c3ccccc23)CC1	4.9%	0.0%	-22.1%	8.3%	-0.6%	2.6%	-0.2	-1.4%	2.3%
O=C(N/N=C/c1cccn1-c1ccc(O)cc1)c1cccc2ccccc12	51.8%[activator]	18.7%	73.4%[activator]	20.2%[56.9 µM]	0.1%	2.2%	-1.3	-5.8%	4.6%
CN(C)S(=O)(=O)c1cccc(NC(=O)COC(=O)COc2ccccc2[N+](=O)[O-])c1	-15.4%	-14.8%	0.5%	6.6%	-1.6%	-8.6%	-3.5	-5.8%	-5.6%
O=C(Nc1cccc(C(F)(F)F)c1)C(=O)N1CCCCC1	-11.9%	-7.5%	0.4%	16.8%	6.4%	2.5%	-2.6	-11.2%	-0.1%
CCOC(=O)c1c(C)oc2nc(C)nc(N(CC(C)C)CC(C)C)c12	-10.2%	-20.2%	.	-23.8%	-6.6%	-10.2%	-4.9	-9.5%	-0.9%
O=C(Cc1cccc([N+](=O)[O-])c1)Nc1ccc(C(=O)N2CCCCC2)cc1	.	-2.1%	-5.4%	-2.3%	8.7%	-14.3%	0.6	-3.1%	.
Cc1nn(C)c2c1c(C(F)(F)F)cc(=O)n2CC(=O)N1CCCCC1	-0.8%	-16.6%	.	-5.3%	3.6%	-20.0%	-0.5	2.2%	17.7%
CC(=O)c1ccc(OCC(=O)Nc2ccccc2C(=O)NC2CC2)cc1	-1.9%	0.0%	-6.2%	-6.5%	-6.8%	-21.6%	4.8	4.3%	20.6%
O=C(CN1C(=O)c2ccccc2C1=O)Nc1nnc(C2CCCO2)s1 (centres undefined)	-16.5%	27.1%	13.7%	-1.0%	-2.4%	-4.0%	1.1	-22.7%	3.6%
CCS(=O)(=O)N1CCN(S(=O)(=O)c2ccc(Cl)s2)CC1	-9.9%	14.8%	-37.9%	-23.9%	0.8%	-14.5%	-2.4	-1.7%	-29.3%
CCCCS(=O)(=O)N1CCCC(C(=O)Oc2ccccc2OC)C1 (centres undefined)	-10.2%	-2.5%	29.1%	16.3%	-2.6%	-11.7%	-7.5	-2.5%	-1.8%
CCCCNC(=O)N(O)C1N(/N=C/c2ccccc2O)C(=S)SC1(C)C (centres undefined)	-15.5%	16.0%	-7.1%	-12.0%	5.7%	-23.8%	-0.3	-20.2%	20.8%
CCCCNC(=O)N1CCN(Cc2cccc(F)c2)CC1	-5.9%	-1.3%	3.9%	17.2%	-13.9%	-0.2%	-4.0	-12.4%	-0.5%
COc1ccccc1-n1cnnc1SCC(=O)Nc1nc(C)c(Cl)cc1Cl	5.8%	0.5%	-1.5%	-15.3%	1.2%	-4.5%	-6.8	-2.4%	5.0%
COc1ccc(OC)c2sc(NC(=O)c3ccc(S(=O)(=O)N(C)C)cc3)nc12	-19.2%	13.4%	-6.3%	7.7%	-7.7%	-17.3%	1.9	-16.5%	19.5%
N=C(N)SCc1ccc(O)c([N+](=O)[O-])c1	-20.4%	?	3.4%	8.0%[11.4 µM]	5.5%	27.0%	-2.4	5.3%	-0.3%
CCC12CN3CCN(CC(C3)/C1=N\NC(=O)c1ccc(Cl)cc1)C2	-5.5%	2.0%	-7.3%	?	1.7%	-18.0%	-8.5	-2.3%	-20.4%
c1cnc2c(c1)ccc1cccnc12	-5.5%&-1.9%	-0.2%&10.1%	-1.1%&0.8%&6.6%&17.2%	?	1.3%&9.3%	1.3%[57.1 µM]	9.7&8.9&11.6	-5.5%[60.1 µM]	10.4%[57.1 µM]
Cc1ccc(S(=O)(=O)Oc2ccc(C)cc2/C=N/N=C2\NC(=O)C(C)S2)cc1 (centres undefined)	-17.0%	-8.1%	-9.1%	-3.2%	-3.1%	-15.7%	-0.5	-2.8%	1.6%
O=C(CS(=O)(=O)c1ccccc1)Nc1nnc(-c2cccs2)o1	.	-0.8%	13.0%	-17.6%	-12.0%	1.3%	0.2	-8.9%	.
O=C(CN1C(=O)NC2(CCOc3ccccc32)C1=O)c1ccc(Cl)s1 (centres undefined)	.	7.6%	-5.1%	-0.3%	3.9%	-15.4%	0.3	-2.7%	.
Cc1ccc(/C=N/NC(=S)NC2CCS(=O)(=O)C2)cc1 (centres undefined)	-5.9%	11.5%	-1.9%	-12.2%	.	-9.0%	1.6	-7.3%	3.5%
CC1CCC2(CC1)NC(=O)N(CC(=O)N1CCN(C(=O)c3cccs3)CC1)C2=O (centres undefined)	.	0.4%	50.2%[activator]	7.7%	-5.5%	0.8%	-3.9	-23.1%	.
O=C(CCN1C(=O)/C(=C/c2ccc(F)cc2)SC1=S)Nc1cc([N+](=O)[O-])ccc1O	-11.1%	-2.2%	-34.3%	-28.2%	30.6%[activator]	-0.3%	-0.4	-9.1%[60.1 µM]	44.7µM*
COc1ccc(N2CCN(Cc3cc(=O)c(OCC(=O)Nc4ccccc4)co3)CC2)cc1	.	-0.6%	-6.9%	-1.1%	-2.3%	-10.0%	-1.6	-8.9%	.
CCC(C)NC(=O)CN(c1ccc2c(c1)OCO2)S(=O)(=O)c1c(C)n[nH]c1C (centres undefined)	-7.6%	-0.9%	3.0%	-45.2%	-2.1%	-4.5%	-2.2	-0.8%	28.0%
COc1ccc(NC(=S)Nc2ccccc2C(F)(F)F)cc1	-5.0%	-28.4%	3.0%	-23.5%	-15.0%	-16.4%	-7.7	-4.2%	-0.4%
CC1CN(C(=O)COC(=O)c2cnc(Cl)c(Cl)c2)CC(C)O1 (centres undefined)	.	1.7%	41.5%	5.3%	-3.3%	-14.4%	-11.7	-14.5%	.
O=C(CN1CCN(S(=O)(=O)c2ccc(F)cc2)CC1)Nc1ccnn1C1CCCC1	.	-2.8%	7.6%	8.5%	-2.1%	-9.3%	-5.6	-1.4%	.
Cc1ccc(-c2noc(CCCN3C(=O)c4ccccc4C3=O)n2)cc1	-21.7%	?	-1.7%	-9.3%	-4.9%	-4.1%	0.0	-5.8%	21.1%
CCOC(=O)c1ccc2c(c1)nc(SCC(=O)N1CCCCC1)n2CC	-15.5%	297.0%[activator]	-1.0%	0.7%	6.0%	-10.1%	-0.2	-17.0%	10.1%
Cc1cccc(OCC(O)CN2C(C)(C)CC(O)CC2(C)C)c1 (centres undefined)	-11.1%	0.0%	?	5.2%[11.4 µM]	1.6%	-0.5%	-3.5	-12.9%	-0.8%
CCc1sc(C(=O)N2CCc3cc(OC)c(OC)cc3C2CC(=O)O)cc1C (centres undefined)	.	-17.5%	0.3%	12.2%	3.2%	-7.6%	4.9	-12.9%	.
CC1CCN(C(=O)CCc2nnc3ccc(NCCCN4CCCC4=O)nn23)CC1	-15.3%	0.0%	47.3%	20.2%	8.1%	-12.4%	-0.9	2.8%	6.0%

Sorted by value in LDHA inh (falling): some entries from above.
smiles | LDHA inh
CC1CCN(C(=O)CCc2nnc3ccc(NCCCN4CCCC4=O)nn23)CC1 | -0.9
CCCCNC(=O)N1CCN(Cc2cccc(F)c2)CC1 | -4.0
CCC(=O)c1c[nH]c(C(=O)N2CCOCC2)c1 | -6.9
